Bioassay records deposited in PubChem by Sanford-Burnham Center for Chemical Genomics.
APJ antag = APJ receptor antagonism; CHO-K1 APJ beta-arrestin complementation, luminescence; inhibition, % at 20 µM; 0.32% of 330,000 active; AID 2521;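 active means inhibition above about 40% at 20 µM, limit read from the data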;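 further: cells challenged with 10 nM apelin-13 agonist together with compound; plate controls were apelin-13 plus DMSO wells for no effect and DMSO wells lacking apelin-13 for full effect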
Mdm2-MdmX inh = human Mdm2/MdmX binding inhibition. O15151+Q00987. SaOS-2 split-luciferase Mdm2/MdmX complementation, luminescence. inhibition, % at 8 µM. 3% of 330,000 active. AID 485346;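 active means inhibition of at least 50% at 8 µM in the primary screen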
Target sequence (O15151 whole entry, looked up): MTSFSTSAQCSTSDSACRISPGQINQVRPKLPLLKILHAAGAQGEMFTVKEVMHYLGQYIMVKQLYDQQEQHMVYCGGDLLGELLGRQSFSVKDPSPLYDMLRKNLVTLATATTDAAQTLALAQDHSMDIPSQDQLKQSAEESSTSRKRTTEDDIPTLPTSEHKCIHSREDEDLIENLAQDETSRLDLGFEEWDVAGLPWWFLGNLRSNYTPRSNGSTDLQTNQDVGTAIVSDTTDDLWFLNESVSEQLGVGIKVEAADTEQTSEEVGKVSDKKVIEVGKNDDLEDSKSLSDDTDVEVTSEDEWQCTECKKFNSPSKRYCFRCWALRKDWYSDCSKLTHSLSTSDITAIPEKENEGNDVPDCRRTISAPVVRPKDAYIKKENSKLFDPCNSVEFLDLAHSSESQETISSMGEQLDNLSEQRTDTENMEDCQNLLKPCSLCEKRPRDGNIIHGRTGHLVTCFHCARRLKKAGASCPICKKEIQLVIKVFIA
Target sequence (Q00987 whole entry, looked up): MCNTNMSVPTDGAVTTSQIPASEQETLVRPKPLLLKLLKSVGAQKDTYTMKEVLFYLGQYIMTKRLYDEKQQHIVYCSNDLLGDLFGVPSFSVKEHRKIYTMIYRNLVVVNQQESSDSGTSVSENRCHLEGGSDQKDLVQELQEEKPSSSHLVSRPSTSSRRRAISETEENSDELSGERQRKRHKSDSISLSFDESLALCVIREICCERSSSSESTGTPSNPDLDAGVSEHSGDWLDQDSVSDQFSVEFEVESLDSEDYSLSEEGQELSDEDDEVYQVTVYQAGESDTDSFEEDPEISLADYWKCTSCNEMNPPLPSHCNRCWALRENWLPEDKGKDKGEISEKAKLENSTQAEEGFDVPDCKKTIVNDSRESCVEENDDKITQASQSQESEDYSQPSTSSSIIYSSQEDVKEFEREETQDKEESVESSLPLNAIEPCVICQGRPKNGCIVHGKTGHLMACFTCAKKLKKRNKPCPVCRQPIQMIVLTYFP
UPR XBP1 act = adaptive UPR (XBP1) activation; activation, % at 20 µM; CHO-XBP1 luciferase reporter, IRE1-XBP1 UPR activation, luminescence; percent of tunicamycin response, DMSO as zero; AID 463104; 0.33% of 330,000 active;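 active means versus positive control, 20 µM dose yields 30% or more activation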;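 further: 100% = tunicamycin at 10 µg/mL and 0% = DMSO only wells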
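incubation = overnight seeding at 37 °C, 6 h compound treatment at 37 °C | assay system = CHO-XBP1 cells stably carrying IRE1-XBP1-driven luciferase reporter | input = 1000 cells per well | detection = luciferase luminescence | dosing = single point, 20 µM final compound, 1% DMSO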
tim23-1 inh = tim23-1 yeast growth inhibition. inhibition, % at 20 µM. 1.3% of 330,000 active. S. cerevisiae tim23-1 growth, BacTiter-Glo luminescence, 24 h;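 active means growth inhibition of the mutant yeast at or above 50%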;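 further: temperature-sensitive mutant grown at 25 °C; plate controls were DMSO-treated mutant yeast for no effect and medium wells lacking yeast for full effect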
697 NFkB inh = inhibitors of the PMA/ionomycin-induced NF-kB reporter in 697 B cells; 697 B-cell NF-kB luciferase reporter, 16 h; AID 435022; 0.33% of 330,000 active; inhibition, % at 4 µM; in the data active means inhibition above about 35%
Jurkat NFkB inh = lowers PMA/ionomycin-induced NF-kB signal in Jurkat cells | inhibition, % at 4 µM | 0.53% of 330,000 active | PMA/ionomycin-induced NF-kB luciferase reporter, luminescence; in the data active means inhibition above about 50%
CHOP UPR activ = apoptotic UPR (CHOP) activation | 0.34% of 330,000 active | AID 449763 | CHO-CHOP luciferase reporter, luminescence; percent of tunicamycin response over DMSO baseline | activation, % at 10 µM;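 active means at 10 µM dose, activation of 40% or more, normalized to positive control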;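 further: 100% = tunicamycin at 10 µg/mL and 0% = DMSO alone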
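Dosing – one dose, 10 µM in 0.5% DMSO · System – CHO-CHOP cells, stable luciferase reporter of PERK-eIF2a-CHOP signalling · Input – 500 cells/well · Control set – tunicamycin 10 µg/mL final as positive, DMSO-only wells as negative · Timing – 6 h compound treatment, 37 °C · Measure – % activation vs tunicamycin · Technique – luminescence read with Steady-Glo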
APJ ag = agonists of human APJ apelin receptor; P35414; CHO-K1 APJ PathHunter beta-arrestin, luminescence; 0% DMSO wells, 100% apelin; activation, % at 20 µM; 0.11% of 330,000 active; AID 2520;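 active means activation more than six SD over the plate average, tested at 20 µM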;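 further: 0% = DMSO alone and 100% = apelin-13 at 10 nM; some results filed as inactive read as strong as hits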
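Assay system: CHO-K1 cells stably expressing ProLink-tagged human APJ and arrestin–beta-gal acceptor. Compound dosing: 20 µM single point, 1% DMSO. Times: 16-18 h seeding, 90 min dark compound exposure, 60 min detection. Detection: beta-gal luminescence. Evaluation: APJ–arrestin association signal. Controls: negative DMSO alone, positive Apelin-13 at 10 nM.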
Starred values were filed as active, the others as inactive; & = joins results of further samples.

#	Molecule	APJ antag	Mdm2-MdmX inh	UPR XBP1 act	tim23-1 inh	697 NFkB inh	Jurkat NFkB inh	CHOP UPR activ	APJ ag
1	COc1ccc2nc(SCC(=O)Nc3ccc(S(=O)(=O)Nc4nccc(C)n4)cc3)[nH]c2c1	-15	-3	1	0	2	9	-2.5	2
2	COCOc1ccc(C=O)c(OCOC)c1	-33	23	-2	-10	12	2	-1.9	-3
3	Cc1[nH]c(=O)[nH]c(=O)c1N1CCOCC1	-2	-19	-2	12	2	6	-1.2	-2
4	CCN1C(=O)CC(C(=O)Nc2ccc(F)cc2)SC1=Nc1ccc2c(c1)OCO2 (configuration not stated)	-18	4	-5	5	1	-6	-3.3	-4
5	O=C1c2cccc3cccc(c23)C(=O)N1OS(=O)(=O)c1ccccc1	-5	-18	4	6	-79	-23	-1.8	-3
6	Cc1ccc(NC(=S)N(CCCN2CCOCC2)Cc2cccnc2)cc1C	-6	0	-2	-1	2	-5	-0.2	0
7	CN(C(=O)Nc1ccccc1)C1CCS(=O)(=O)C1 (configuration not stated)	1	9	0	-8	5	16	1.6	-2
8	Cc1cccc(NC(=O)c2ccc(S(=O)(=O)NCc3cccnc3)cc2)c1	14	30	-10	8	-18	17	1.1	-2

Reprinted at random: 3 entries already listed.
#	Molecule	APJ antag	Mdm2-MdmX inh	UPR XBP1 act	tim23-1 inh	697 NFkB inh	Jurkat NFkB inh	CHOP UPR activ	APJ ag
7	CN(C(=O)Nc1ccccc1)C1CCS(=O)(=O)C1 (configuration not stated)	1	9	0	-8	5	16	1.6	-2
5	O=C1c2cccc3cccc(c23)C(=O)N1OS(=O)(=O)c1ccccc1	-5	-18	4	6	-79	-23	-1.8	-3
8	Cc1cccc(NC(=O)c2ccc(S(=O)(=O)NCc3cccnc3)cc2)c1	14	30	-10	8	-18	17	1.1	-2

(cont.)
#	Molecule	APJ antag	Mdm2-MdmX inh	UPR XBP1 act	tim23-1 inh	697 NFkB inh	Jurkat NFkB inh	CHOP UPR activ	APJ ag
9	COc1ccccc1N1CCN(S(=O)(=O)c2ccc(-n3cnnn3)cc2)CC1	-17	11	-1	28	-14	4	-2.3	17
10	CC(C)CNS(=O)(=O)c1ccc(S(=O)(=O)NC2CCOC(C)(C)C2)cc1 (configuration not stated)	3	19	-2	5	-10	11	0.4	-1
11	Cc1c(NC(=O)c2cc3nc(-c4ccc(Cl)cc4)cc(C(F)(F)F)n3n2)c(=O)n(-c2ccccc2)n1C	10	22	-1	20	0	-19	-1.5	5
12	Cc1ccc(C(=O)Nc2cccc3ccccc23)cc1	-13	-17	1	34	-8	1	3.7	-2
13	O=C(CNC(=O)COc1ccccc1)NCc1ccccc1F	-6	0	-3	5	17	13	0.9	0
14	CC(=O)c1c(C)oc2ccc(NS(=O)(=O)c3ccc(C)cc3)cc12	-9	19	2	0	-16	9	-0.1	-3
15	CCOc1ccc(/C=N/NC(=O)C(=O)N2CCCCCC2)c2ccccc12	-14	13	7	47	-15	-7	-1.0	13
16	Cc1cc(S(=O)(=O)N2CCOCC2)ccc1OCC(=O)Nc1cccc(C(F)(F)F)c1	8	23	2	-15	10	10	1.6	1

Reformatted: two of the compounds above.
15: CCOc1ccc(/C=N/NC(=O)C(=O)N2CCCCCC2)c2ccccc12
  APJ antag: -14 | Mdm2-MdmX inh: 13 | UPR XBP1 act: 7 | tim23-1 inh: 47 | 697 NFkB inh: -15 | Jurkat NFkB inh: -7 | CHOP UPR activ: -1.0 | APJ ag: 13
10: CC(C)CNS(=O)(=O)c1ccc(S(=O)(=O)NC2CCOC(C)(C)C2)cc1 (configuration not stated)
  APJ antag: 3 | Mdm2-MdmX inh: 19 | UPR XBP1 act: -2 | tim23-1 inh: 5 | 697 NFkB inh: -10 | Jurkat NFkB inh: 11 | CHOP UPR activ: 0.4 | APJ ag: -1

(continued)
#	Molecule	APJ antag	Mdm2-MdmX inh	UPR XBP1 act	tim23-1 inh	697 NFkB inh	Jurkat NFkB inh	CHOP UPR activ	APJ ag
17	CCNC(=S)N1CCN(S(=O)(=O)c2ccc(Cl)s2)CC1	1	28	0	20	1	8	1.2	-2
18	CCOc1ccc(OCC)c(NC(=O)C2COc3ccccc3O2)c1 (configuration not stated)	21	32	-2	-5	-48	0	-0.9	-3
19	C=CCn1c(Cc2csc(N)n2)nnc1SCc1ccc(C(=O)OC)cc1	-11	-18	1	15	-22	-32	-2.9	0
20	Cc1ccc(N(C(=O)Cc2cccs2)C(C(=O)NC2CCCCC2)c2ccccn2)cc1C (configuration not stated)	-8	-24	-2	32	-23	-8	4.4	-2
21	C#CCOCCOCCOCCNc1nc(N2CCOCC2)nc(N2CCN(C(=O)[C@H](CCC(=O)O)n3cc(C(N)Cc4ccc(O)cc4)nn3)CC2)n1 (some centres not stated)	5	-13	-1	23	-19	9	-0.9	11
22	CSc1nccc(NC(=O)c2ccc(C(C)(C)C)cc2)n1	-24	11	1	43	-40	29	9.3	1
23	CCOc1ccc(C(Nc2ccc(C)cc2)P2(=O)OCCCO2)cc1 (configuration not stated)	15	-7	-10	19	18	-1	-2.6	0
24	Cc1c(NC(=O)C(C)OC(=O)CNC(=O)c2ccc(C(C)(C)C)cc2)c(=O)n(-c2ccccc2)n1C (configuration not stated)	7	0	0	23	-9	-6	0.0	-4
25	COc1ccc(NC(=O)Cn2c(=O)n(CCC(=O)NCC3CCCO3)c(=O)c3cc(OC)c(OC)cc32)cc1 (configuration not stated)	-17	-1	-5	9	2	1	0.7	3
26	Cc1noc(C)c1CSc1nnc2scc(-c3ccc(Cl)cc3)n12	6	16	1	20	15	-2	0.0	-6
27	CCN1CCN(Cc2ccc(NC(=O)c3ccc(C)c(NC(=O)c4cccc5[nH]ccc45)c3)cc2C(F)(F)F)CC1	-67	55*	-4	-12	1	-24	-1.4	14
28	COc1ccccc1NC(=O)CCSc1nnnn1C	-22	29	-3	-1	-31	-15	-3.0	8
29	CC(=O)c1c(C)[nH]c(C(=O)COc2cc(C)cc(C)c2)c1C	-3	32	-3	-13	12	30	0.6	-2
30	CC(C)S(=O)(=O)c1csc(NC(=O)Nc2cccc([N+](=O)[O-])c2)c1Cl	25	36	2	-8	-8	-26	4.8	5
31	COc1ccc(CCNC(=O)C2CCC(CNc3c(N4CCCC4)c(=O)c3=O)CC2)cc1OC (configuration not stated)	3	17	-1	11	15	4	-0.5	-2
32	CN(c1ccc(C(=O)Nc2ccc3c(c2)OCCO3)cc1)S(C)(=O)=O	-5	-24	1	4	-62	-70	1.4	-1
33	CC(C)(C)C(=O)NNC(=O)COc1ccc2ccccc2c1Br	2	-5	0	17	2	1	1.7	-1
34	C[C@H](CCC(=O)O)[C@H]1CC[C@H]2[C@@H]3[C@H](O)C[C@@H]4C[C@H](O)CC[C@]4(C)[C@H]3C[C@H](O)[C@]12C	12&18	-1&7	-8&4	14&6	5&4	11&2	-1.1&2.0	-3&-2
35	CCCCc1nc2cc(C(=O)N(C)CCc3cn[nH]c3)ccc2o1	-31	0	-3	8	-11	-15	2.0	-4
36	COc1cc(/C=C/C(=O)Nc2ccc3[nH]c(=O)[nH]c3c2)cc(OC)c1OC	4	7	-2	-10	-6	-1	1.8	-5
37	Cc1nc2ccccc2c(C)c1CC(=O)N(CC(C)C)c1c(N)n(Cc2ccccc2)c(=O)[nH]c1=O	10	18	0	-6	4	20	0.1	11
38	O=C(COC(=O)C1CCN(S(=O)(=O)c2cc([N+](=O)[O-])ccc2Cl)CC1)Nc1ncc(Cl)cc1Cl	-30	6	0	24	7	2	-1.5	9
39	CCCCN(CCCC)S(=O)(=O)c1ccc(N2CCCC2=O)c([N+](=O)[O-])c1	-2	1	-2	8	-2	5	4.5	-5
40	Cc1cc(C)cc(C(=O)NCC(=O)OCC(=O)N2CCCCC2)c1	7	8	-1	-6	22	4	1.6	-3
41	CCN(CC)C(=O)Cn1cc(S(=O)(=O)CC(=O)NCCc2ccccc2)c2ccccc21	15	22	1	-1	12	-11	0.2	-5
42	O=C(COc1ccc(Br)cc1Br)NN1C(=O)c2ccccc2C1=O	-13	26	0	49	14	12	2.4	-2
43	CCn1cnc2sc(C(=O)Oc3ccc(Br)cc3)c(C)c2c1=O	7	0	5	-16	-14	-14	3.8	-1
44	CC(COc1ccccc1)N1CCC(CO)(Cc2ccccc2)CC1 (configuration not stated)	3	21	0	-6	5	-1	0.7	-6
45	Cc1cccn2c(=O)c(C=Nc3ccccc3)c(NCc3ccco3)nc12	6	9	2	25	-6	-1	-0.6	1
46	CCOC(=O)C(C(=O)OCC)[C@@H]1CS(=O)(=O)C[C@H]1C(C(=O)OCC)C(=O)OCC	8	16	2	5	12	-3	0.1	-2
47	Cn1c(C(=O)N2CCCC(C(=O)NCCc3ccccc3)C2)cc2sccc21 (configuration not stated)	9	2	0	19	-6	-6	0.5	-3
48	COn1c(-c2ccccc2)nc2ncccc21	10	-31	-1	13	-7	-9	-1.4	-3
49	O=C(CCC(=O)c1ccc(F)cc1)Nc1cccc(S(=O)(=O)Nc2cccc(Cl)c2)c1	1	20	-3	14	-8	1	-3.3	4
50	COc1ccc(NC(=O)c2cccs2)cc1OC	22	-1	1	26	-13	-15	3.1	-3
51	O=c1cc(-c2cc3ccccc3o2)c2cc(O)ccc2o1	10	27	-3	12	5	-7	-0.5	1
52	COc1cc(Cl)c(C)cc1NC(=O)CN(C)C1CCS(=O)(=O)C1 (configuration not stated)	6	1	1	-1	-7	10	-0.7	-1
53	CC(=O)N1c2c(cc(Br)cc2S(=O)(=O)Nc2c(C)n(C)n(-c3ccccc3)c2=O)CC1C (configuration not stated)	4	18	-2	-4	10	7	0.3	-1
54	Cc1cccc(COc2coc(CN3CCN(C(=O)c4ccco4)CC3)cc2=O)c1	23	8	0	3	1	-8	2.6	6
55	COc1ccc(Br)cc1C1SCCN1S(C)(=O)=O (configuration not stated)	8	11	0	4	14	14	-2.3	-3
56	CC(C)(C)NC(=O)C(c1c[nH]c2ccccc12)N(C(=O)Cn1nnc(-c2ccc(Cl)cc2)n1)c1ccccc1F (configuration not stated)	-12	37	-3	10	-19	1	0.2	0
57	COc1ccc(Cc2nn[nH]n2)cc1	-24	-17	-2	6	-6	2	-0.9	-6
58	O=C(CSc1ccc([N+](=O)[O-])cn1)Nc1ccc(N2CCOCC2)c(Cl)c1	-24	-3	-1	4	13	8	1.0	2

Single records, from the list above. Values in the order: APJ antag | Mdm2-MdmX inh | UPR XBP1 act | tim23-1 inh | 697 NFkB inh | Jurkat NFkB inh | CHOP UPR activ | APJ ag
Shown for COc1ccc(NC(=O)Cn2c(=O)n(CCC(=O)NCC3CCCO3)c(=O)c3cc(OC)c(OC)cc32)cc1 (configuration not stated) → -17 | -1 | -5 | 9 | 2 | 1 | 0.7 | 3
Shown for COc1ccccc1N1CCN(S(=O)(=O)c2ccc(-n3cnnn3)cc2)CC1 → -17 | 11 | -1 | 28 | -14 | 4 | -2.3 | 17
Shown for Cc1cccc(NC(=O)c2ccc(S(=O)(=O)NCc3cccnc3)cc2)c1 → 14 | 30 | -10 | 8 | -18 | 17 | 1.1 | -2
Shown for CC(=O)c1c(C)oc2ccc(NS(=O)(=O)c3ccc(C)cc3)cc12 → -9 | 19 | 2 | 0 | -16 | 9 | -0.1 | -3
Shown for Cc1cc(S(=O)(=O)N2CCOCC2)ccc1OCC(=O)Nc1cccc(C(F)(F)F)c1 → 8 | 23 | 2 | -15 | 10 | 10 | 1.6 | 1
